# CSN deneddyl inh = blocks human CSN-mediated cullin deneddylation. inhibition, % at 12.5 µM. AID 651999. Q92905. 360,000 compounds, 0.38% hits. Purified CSN, SCF-Nedd8-OG deneddylation, fluorescence polarization;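 active means pattern-corrected inhibition above about 35%, with an unprinted fluorescence ratio check between 0.5 and 1.5, limit read from the data, passing the limit was not always enough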;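 further: 0% = enzyme with substrate and 100% = substrate without enzyme; some results filed as inactive read as strong as hits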
#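 assay system = purified human Csn5 enzyme expressed in HEK293T cells | amount = 0.24 nM enzyme | buffer or medium = Tris/NaCl/DTT buffer, pH 7.5 | reagent = 10 nM SCFSkp2-Nedd8OG | compound = one concentration, 12.5 µM, 0.25% DMSO | times = 90 min reaction at room temperature | signal = FP | read-out basis = % inhibition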
# MLLE-PAM2 inh = inhibitors of microRNA-mediated deadenylation, human PABP1 MLLE binding; 360,000 compounds, 0.36% hits; AID 588489; GST-MLLE / FITC-PAM2 fluorescence polarization; inhibition, % at 20 µM; in the data active means inhibition above about 35%, passing the limit was not always enough;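 further: plate controls were DMSO wells with GST-MLLE for no effect and wells lacking GST-MLLE protein for full effect; some results filed as inactive read as strong as hits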
# Rin1-Abl PPI inh = inhibitors of human Rin1-Abl protein interaction; inhibition, % at 7.35 µM; AID 588664; 360,000 compounds, 0.4% hits; P00519+Q13671; TR-FRET Rin1/Abl binding, biochemical; in the data active means inhibition above about 5%, passing the limit was not always enough
# Neddyl block = inhibitors of human cullin neddylation | 360,000 compounds, 0.58% hits | calls only at 25 µM | P61081+Q13564 | TR-FRET cullin neddylation, biochemical; in the data active means inhibition above about 36%
# Rpn11 block = inhibitors of human proteasome Rpn11; AID 588493; 360,000 compounds, 0.59% hits; human 26S proteasome, Ub4-pepOG fluorescence polarization; 20S core pre-blocked with epoxomicin; calls only at 20 µM;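 active means inhibition at 20 µM, scaled to each plate's controls, above about 33%, limit read from the data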
# MT1-MMP act inh = MT1-MMP (human) activation inhibition; HT1080 RFP-PRO-GFP cells, GFP/RFP ratio fluorescence, overnight; percent of plate control window, DMSO zero; AID 651647; 360,000 compounds, 0.061% hits; GFP/RFP ratio change, % at 20 µM;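 active means GFP/RFP ratio change of at least 30% with cell ATP level not reduced by more than half and red fluorescence within 50% of control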; further: strong numbers were not always called active
#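 Material: RFP-PRO-GFP reporter HT1080 cells. Dosing: single-point 20 µM compound, 1% DMSO. Controls: DMSO and RFP-L50D-GFP cell wells. Timing: cells overnight before dosing, compound overnight, 37 °C, 5% CO2. Measure: GFP/RFP fluorescence ratio.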
# NadD block = inhibitors of Staphylococcus aureus NadD; purified NadD enzyme, colorimetric absorbance read-out; inhibition, % at 20 µM; 360,000 compounds, 0.78% hits; in the data active means inhibition above about 26%; further: some compounds past the cut are filed as inactive
# FAS-TE inh = blocks the thioesterase domain of human fatty acid synthase; AID 602261; inhibition, % at 15 µM; 360,000 compounds, 0.67% hits; recombinant FAS-TE, OMFH fluorogenic substrate, fluorescence endpoint;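 active means compounds whose normalised, plate-corrected inhibition of enzyme fluorescence in the single-dose primary screen is 50% or more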;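 further: 0% = DMSO with enzyme and 100% = substrate without enzyme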
# SKN-1 inh = blocks SKN-1 activity in C. elegans. C. elegans VP596 Pgst-4::GFP/RFP ratio, acrylamide-induced, 24 h. inhibition, % at 21.8 µM. 360,000 compounds, 0.49% hits. AID 624304;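 active means interference check ratio from 0.5 to 1.5 plus GFP to RFP signal ratio inhibition reaching or exceeding a fixed threshold, cut at about 30% in these data, passing the limit was not always enough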; further: some compounds called inactive have numbers as strong as hits
# * hit, by the source's call; i = inactive; nt = not tested or not shown; & = joins results of further samples.
item	Structure	CSN deneddyl inh	MLLE-PAM2 inh	Rin1-Abl PPI inh	Neddyl block	Rpn11 block
1	Cc1cccc(N2CCc3c2nc2ccccc2c3N)c1	6.0&5.0	-12.5&-18.8	-3.5&-2.7	i	i
2	CN1CCN(C(=O)COc2ccc(C(C)(C)C)cc2Br)CC1	-5.5	-0.2	-2.4	i	i
3	Cc1nn(-c2ccccc2)c2c1CC1(C(=O)N(C)C(=O)N(C)C1=O)C1CCCCN21 (centres undefined)	1.0	12.0	1.0	i	i
4	CC1CCCC(C)N1/N=C/c1c[nH]c2ccc(Br)cc12 (centres undefined)	-5.9	15.3	0.0	i	i
5	Nc1ncc([N+](=O)[O-])s1	2.0	34.1	1.6	i	i
6	Cn1c(O)c(Cc2cccc(Cl)c2Cl)c(=O)n(C)c1=O	0.1	5.6	0.6	i	i
7	CCC1(Cc2ccccc2)C(=O)NC(=S)N(C)C1=O (centres undefined)	-0.8	13.6	4.1	i	i
8	COC(=O)C1=C(c2ccc(F)cc2OCc2ccccc2)C[C@@H]2CC[C@H]1N2C(=O)NCCCOC(C)C	0.1	6.4	5.4	i	i

item	MT1-MMP act inh	NadD block	FAS-TE inh	SKN-1 inh
1	-0.2&0.0	-5.7&1.8	1.9&1.4	9.7&1.8
2	-2.9	-4.1	-1.5	1.2
3	-7.1	2.3	-7.2	27.6
4	-6.8	-7.1	2.1	19.9
5	-1.3	-3.0	-2.3	-7.7
6	-0.3	1.3	-9.0	14.7
7	-0.9	4.9	-3.1	-6.4
8	-6.8	-3.8	5.8	-5.9

# The list goes on.
item	Structure	CSN deneddyl inh	MLLE-PAM2 inh	Rin1-Abl PPI inh	Neddyl block	Rpn11 block
9	COC(=O)c1cccc(N=Cc2c(O)n(Cc3ccc(F)cc3)c(=O)[nH]c2=O)c1	-3.7	-15.3	0.1	nt	i
10	Cc1ccc(/C=C2/C(=O)NC(=O)N(C)C2=O)cc1	-0.5	15.3	1.8	i	i
11	COc1ccc(SCC2CN(C)CCC2c2ccc(F)cc2)cc1 (centres undefined)	-4.2	-2.5	2.0	i	i
12	O=S1(=O)CC2(N3CCOCC3)CCCCC21 (centres undefined)	-1.8	1.8	-2.4	i	i
13	Cc1cccc(-n2c(/C=C/c3ccccn3)nc3ccccc3c2=O)c1	2.5	-2.6	-1.1	i	i
14	Cc1ncc(CN2CCCC(C(=O)c3sccc3C)C2)s1 (centres undefined)	7.0	10.8	0.6	i	i
15	CC(C)(C)NCC(O)c1cc(Cl)c(N)c(Cl)c1 (centres undefined)	2.2	10.8	3.9	i	i
16	COC1=CC=C2[C@H]3Cc4ccc(OC)c5c4[C@@]2(CCN3C)C1O5 (some centres undefined)	-1.9	5.3	0.1	i	i

item	MT1-MMP act inh	NadD block	FAS-TE inh	SKN-1 inh
9	-46.8	6.0	-9.4	11.8
10	1.5	-3.9	-4.1	-10.4
11	-1.1	-6.3	8.9	12.4
12	2.7	-2.4	-6.5	5.5
13	-4.1	-3.7	-0.5	-4.1
14	-2.3	-5.7	-1.2	-10.7
15	-0.2	-6.9	0.9	17.3
16	-9.0	-5.2	-2.3	2.6

# (cont.)
item	Structure	CSN deneddyl inh	MLLE-PAM2 inh	Rin1-Abl PPI inh	Neddyl block	Rpn11 block
17	CN(C)CCc1nn[nH]n1	-4.8	13.9	-2.9	i	i
18	CN(C)CCN(C(=O)COc1ccc(Cl)cc1)c1nc2cc3c(cc2s1)OCO3	0.8	6.4	3.5	i	i
19	CCOC(=O)C1SC2(C(F)(F)C(F)F)CC1(O)c1c(c(OC)c3occc3c1OC)O2 (centres undefined)	1.6	4.8	5.0	i	i
20	CC/C(=N\Nc1ccccc1)c1c(O)n(-c2ccc(OC)cc2)c(=O)[nH]c1=O	-4.7	-7.1	2.3	i	i
21	COc1cc(C)c(-c2nc(CN3C[C@@H]4C[C@@H](C3)c3cccc(=O)n3C4)c(C)o2)cc1C	2.7	10.8	-2.6	i	i
22	Cc1cccc(C(=O)Nc2ccc3c(c2)CC2(C(=O)N(C)C(=O)N(C)C2=O)C2CCCN32)c1 (centres undefined)	8.6	-39.9	3.7	i	i
23	CNC(=O)OCc1n(C)cc[n+]1C	-3.7	-142.3	-2.3	i	i
24	Cc1ccc2c(c1)=NC(=O)/C(=C/c1c(O)[nH]c(=O)[nH]c1=O)C=2	1.4	30.0	-1.4	i	i

item	MT1-MMP act inh	NadD block	FAS-TE inh	SKN-1 inh
17	-1.7	-2.8	-8.3	-2.4
18	0.5	-1.3	13.8	-0.1
19	1.1	-10.0	32.8	5.6
20	7.2	3.6	-0.9	-7.0
21	0.5	2.1	-4.7	-7.9
22	0.8	10.4	-9.9	-2.1
23	-2.3	4.6	-4.8	13.0
24	4.7	-1.3	-4.5	-16.5

# Next results follow:
item	Structure	CSN deneddyl inh	MLLE-PAM2 inh	Rin1-Abl PPI inh	Neddyl block	Rpn11 block
25	Clc1ccc(CNCCc2ccc3c(c2)OCO3)cc1	1.0	-6.8	-1.3	i	i
26	O=C(O)CP(=O)(O)c1ccc(Cl)cc1	-1.9	-4.0	-1.5	i	i
27	Cn1c(O)c(C(c2ccccn2)c2c(O)n(C)c(=S)[nH]c2=O)c(=O)[nH]c1=S	1.9	14.4	-4.0	i	i
28	CC(=O)n1cc(C=C2C(=O)NC(=O)NC2=O)c2ccccc21	-0.9	8.9	-3.1	i	i
29	COc1cc(CNCCc2ccc3c(c2)OCO3)cc(OC)c1OC	-3.4	0.5	2.8	i	i
30	OC1/C(=C/c2ccccc2C(F)(F)F)N2CCC1CC2 (centres undefined)	1.9	-17.9	-0.1	i	i
31	Cc1cccc(CC(c2cccc(C)c2)N(C)C)c1 (centres undefined)	0.9	0.5	3.2	i	i
32	Cc1ccc(C(=O)C2CN(C)CC2C(=O)c2ccc(C)cc2)cc1 (centres undefined)	-3.3	-2.4	0.3	i	i

item	MT1-MMP act inh	NadD block	FAS-TE inh	SKN-1 inh
25	1.4	-1.7	4.5	9.6
26	-0.4	6.5	-2.3	-7.8
27	2.0	-3.7	-4.6	13.5
28	-7.7	4.4	-3.9	2.2
29	2.5	-1.9	-3.4	-0.4
30	1.0	-2.2	-6.9	3.7
31	-3.7	-1.0	-4.1	3.1
32	-0.2	-4.8	-1.8	4.1

# Additional structures:
item	Structure	CSN deneddyl inh	MLLE-PAM2 inh	Rin1-Abl PPI inh	Neddyl block	Rpn11 block
33	Cc1cccc(-n2c(-c3ccc([N+](=O)[O-])cc3)nc3ccccc3c2=O)c1	3.2	-4.6	-1.6	i	i
34	O=c1[nH]c2c(c(=O)n1C1CCCCC1)CCC2	-2.1	4.1	3.7	i	i
35	O=C1NCN(c2ccccc2)C12CCN(C(c1ccccc1OC(F)(F)F)c1nnnn1C1CCCCC1)CC2 (centres undefined)	-1.6	9.7	-0.8	i	i
36	CCOC(=O)C1C(=O)N(C)C2(C)CC1c1cc(OC)ccc1O2 (centres undefined)	3.7	-1.8	2.6	i	i
37	C=Cn1ccnc1P(=S)(c1ccc(Cl)cc1)c1nccn1C=C	7.7	8.6	4.4	i	i
38	CN(C(=O)CNC(=O)OCc1ccccc1)c1ccc(Br)cc1C(=O)c1ccccc1Cl	-8.3	10.3	1.8	i	i
39	O=P(Oc1ccccc1)(Oc1ccccc1)C(Nc1ccccc1)c1ccccc1 (centres undefined)	-0.8	-6.5	-1.1	i	i
40	O=C(COc1ccccc1)c1cn(Cc2ccccc2)c2ccccc12	7.8	-55.3	-3.4	i	nt

item	MT1-MMP act inh	NadD block	FAS-TE inh	SKN-1 inh
33	-2.2	-0.7	10.5	11.6
34	4.3	-5.9	-5.3	7.6
35	5.3	14.9	25.9	0.4
36	2.9	2.2	1.3	-19.8
37	-2.7	-3.9	-2.0	5.6
38	-1.8	-8.6	33.3	7.5
39	-6.7	0.7	30.8	-0.8
40	-5.6	3.7	18.6	15.3

# Retrieved one by one from the entries so far:
item	Structure	CSN deneddyl inh	MLLE-PAM2 inh	Rin1-Abl PPI inh	Neddyl block	Rpn11 block
37	C=Cn1ccnc1P(=S)(c1ccc(Cl)cc1)c1nccn1C=C	7.7	8.6	4.4	i	i
38	CN(C(=O)CNC(=O)OCc1ccccc1)c1ccc(Br)cc1C(=O)c1ccccc1Cl	-8.3	10.3	1.8	i	i

item	MT1-MMP act inh	NadD block	FAS-TE inh	SKN-1 inh
37	-2.7	-3.9	-2.0	5.6
38	-1.8	-8.6	33.3	7.5

# (more compounds)
item	Structure	CSN deneddyl inh	MLLE-PAM2 inh	Rin1-Abl PPI inh	Neddyl block	Rpn11 block
41	COC(=O)C1=C(c2cccc(OC)c2OC)C[C@@H]2CC[C@H]1N2C(=O)NCc1ccc(C(F)(F)F)cc1	-1.8	-1.4	-2.1	i	i
42	Cc1ccc(C(=O)n2cc(CCN3CCS(=O)(=O)CC3)c3ccccc32)cc1	0.0	-1.1	-3.2	i	i
43	CN1[C@@H]2CCC[C@H]1CC(=O)C2	-7.0	-3.2	-4.2	i	i
44	C[C@H](CO)N1C[C@H](C)[C@H](CN(C)C(=O)Oc2cccc3ccccc23)OCc2cnnn2CCCC1=O	1.0	-5.2	-4.1	i	i
45	O=c1[nH]c(=O)n(CCC2=CCCCC2)c(O)c1/C=N/Nc1cccc2ccccc12	11.4	2.7	0.6	i	i
46	Cc1ccnc(NS(=O)(=O)c2ccc(N=Cc3c(O)n(C)c(=O)n(C)c3=O)cc2)n1	-6.3	-33.0	0.1	i	i
47	C/C(Cl)=C/CC1(CN2CCCC2=O)C(=O)NC(=O)NC1=O	-4.2	4.3	-5.3	i	i

item	MT1-MMP act inh	NadD block	FAS-TE inh	SKN-1 inh
41	1.4	-11.6	11.1	9.1
42	2.1	-3.8	7.0	-9.5
43	-0.6	-2.4	0.5	21.6
44	2.9	2.2	-7.1	-15.4
45	-22.3	30.5*	10.4	22.6
46	-42.2	0.7	0.5	10.2
47	2.3	19.3	1.8	14.8

# Compounds listed so far containing an NH in an aromatic ring (8):
item	Structure	CSN deneddyl inh	MLLE-PAM2 inh	Rin1-Abl PPI inh	Neddyl block	Rpn11 block
4	CC1CCCC(C)N1/N=C/c1c[nH]c2ccc(Br)cc12 (centres undefined)	-5.9	15.3	0.0	i	i
9	COC(=O)c1cccc(N=Cc2c(O)n(Cc3ccc(F)cc3)c(=O)[nH]c2=O)c1	-3.7	-15.3	0.1	nt	i
17	CN(C)CCc1nn[nH]n1	-4.8	13.9	-2.9	i	i
20	CC/C(=N\Nc1ccccc1)c1c(O)n(-c2ccc(OC)cc2)c(=O)[nH]c1=O	-4.7	-7.1	2.3	i	i
24	Cc1ccc2c(c1)=NC(=O)/C(=C/c1c(O)[nH]c(=O)[nH]c1=O)C=2	1.4	30.0	-1.4	i	i
27	Cn1c(O)c(C(c2ccccn2)c2c(O)n(C)c(=S)[nH]c2=O)c(=O)[nH]c1=S	1.9	14.4	-4.0	i	i
34	O=c1[nH]c2c(c(=O)n1C1CCCCC1)CCC2	-2.1	4.1	3.7	i	i
45	O=c1[nH]c(=O)n(CCC2=CCCCC2)c(O)c1/C=N/Nc1cccc2ccccc12	11.4	2.7	0.6	i	i

item	MT1-MMP act inh	NadD block	FAS-TE inh	SKN-1 inh
4	-6.8	-7.1	2.1	19.9
9	-46.8	6.0	-9.4	11.8
17	-1.7	-2.8	-8.3	-2.4
20	7.2	3.6	-0.9	-7.0
24	4.7	-1.3	-4.5	-16.5
27	2.0	-3.7	-4.6	13.5
34	4.3	-5.9	-5.3	7.6
45	-22.3	30.5*	10.4	22.6

# These rows are one share of the data. The share of hits here may be higher or lower than overall.
